INS-1E GSIS act = GLuc luminescence reporter in INS-1E cells, primary screen for activators of glucose-dependent secretion of insulin. INS-1E GLuc reporter insulin secretion, 2-3 h. activation, % at 16.6 µM. actives 0.61% (n = 370,000). AID 743287;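 active = lowest replicate activation of at least 40%, so every replicate reaches that level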;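 note: 0% = median of neutral control wells and 100% = median of IBMX positive control wells; some compounds called inactive have numbers as strong as hits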
ARNT-TACC3 inh = disruptors of human ARNT/TACC3 interaction | Q9Y6A5 | AlphaScreen His-ARNT PAS-B/GST-TACC3 binding, luminescence; TACC3 fragment carries E629A point mutation | inhibition, % at 9.99 µM | actives 0.66% (n = 390,000) | AID 623870;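 active = mean inhibition of replicates at least 50% and at least half of replicates each reaching 50%; inconclusive = half or more replicates reach 50% but mean below 50%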;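 note: 0% = complete ARNT plus TACC3 wells and 100% = ARNT alone without TACC3; many hits fall short of the cut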
PAX8 inh HTS = PAX8 transcriptional activity inhibition; RMG-I TPO-luciferase reporter, SteadyGlo, 24 h; inhibition, % at 12.6 µM; actives 1.2% (n = 360,000); AID 652154;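 active = mean replicate inhibition at least 60% with every replicate also reaching 60%; inconclusive = only one of the two criteria is met; inactive = mean below 60% and not all replicates reaching 60%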;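 note: luciferase light reporting Pax8 driven TPO promoter activity; plate controls were median of neutral control wells for no effect and mitoxantrone controls for full effect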
CFTR F508del cor = CFTR F508del correction in bronchial cells; CFBE cells, YFP halide quenching; stimulated with forskolin plus potentiator P3; % fluorescence drop versus neutral controls; AID 720511; actives 0.36% (n = 350,000); activity (quench increase), % at 7.58 µM;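 active = mean added fluorescence quench of at least 8% versus neutral control, with both replicates also reaching 8%; inconclusive = only one of the mean or replicate conditions met; inactive = mean below 8% and not both replicates reaching 8%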;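 note: cells transiently co-express mutant CFTR-F508del with the halide-sensitive YFP; corrector assay measuring rescue of mutant channel to the surface after 24 h compound exposure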
XiGFP reactiv = X-chromosome reactivation activator; XiGFP mouse fibroblasts, % GFP-positive cells imaging, 3 d; cells co-treated with 5-aza-dC sensitizer; scaled so ellipticine positive control = 100%; activation, % at 7.58 µM; actives 0.055% (n = 360,000);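 active = mean normalized replicate activation at least 10% and every replicate at or above 10%; inconclusive = only one of the two criteria met; inactive = mean below 10% and not all replicates reach 10%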;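 note: 0% = median of on-plate neutral control wells and 100% = ellipticine 6 µM median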
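System: 68-5-11 XiGFP fibroblast line; Timing: 3 days compound exposure; Compound dosing: one concentration, pinned; Benchmarks: positive control ellipticine, 6 µM final; Buffer or medium: DMEM containing 5-aza-dC.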
EWS-Fli inh = inhibitors of EWS/Fli oncoprotein transcriptional activity. A673 NR0B1-luciferase reporter, viability-normalised. inhibition, % at 12.6 µM. actives 0.67% (n = 350,000). AID 651661;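 active = mean inhibition of at least 50% after viability correction, with every replicate also passing that limit; inconclusive = mean reaches 50% but only one of two replicates passes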;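 note: firefly luciferase signal divided by Alamar Blue viability fluorescence both relative to DMSO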
ERp5 block = blocks human ERp5 reductase activity on insulin; Q15084; ERp5 insulin aggregation, absorbance 650 nm, 90 min; inhibition, % at 9.99 µM; actives 0.05% (n = 350,000);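 active = mean replicate inhibition above about 25%, with every replicate also reaching it, limit read from the data, passing the limit was not always enough; inconclusive = only one of those two criteria met; inactive = neither criterion met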
Target sequence (Q15084 whole entry, looked up): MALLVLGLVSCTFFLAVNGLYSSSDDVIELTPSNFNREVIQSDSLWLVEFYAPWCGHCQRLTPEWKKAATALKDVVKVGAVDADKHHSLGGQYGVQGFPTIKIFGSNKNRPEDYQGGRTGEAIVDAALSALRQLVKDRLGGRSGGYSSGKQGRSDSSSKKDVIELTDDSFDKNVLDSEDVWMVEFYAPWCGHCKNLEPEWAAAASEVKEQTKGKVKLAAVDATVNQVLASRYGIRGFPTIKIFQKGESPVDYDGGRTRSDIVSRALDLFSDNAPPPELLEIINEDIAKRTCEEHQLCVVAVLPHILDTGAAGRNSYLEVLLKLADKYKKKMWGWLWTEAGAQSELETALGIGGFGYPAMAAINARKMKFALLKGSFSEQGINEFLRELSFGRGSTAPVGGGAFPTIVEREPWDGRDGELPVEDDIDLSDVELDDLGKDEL
DENV2 CPE rescue = DENV2-induced cell death inhibition; DENV2-infected cells, cytopathic effect rescue, plate reader; CPE inhibition, % at 9.99 µM; actives 1.7% (n = 350,000); in the data active = CPE inhibition above about 20%, passing the limit was not always enough; inconclusive = no clear call, values can overlap the other calls; tested in BHK-21 cells;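 note: 0% = median of neutral control wells and 100% = median of positive control wells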
The depositor's hits bear a star; ? = inconclusive; · = not tested or not shown. Compounds as they come. Share with any hit: about 4.2%.

molecule	ERp5 block	EWS-Fli inh	XiGFP reactiv	CFTR F508del cor	PAX8 inh HTS	INS-1E GSIS act	ARNT-TACC3 inh	DENV2 CPE rescue
COc1ccc(C(=O)Nc2nc3cc4c(cc3s2)OCCO4)c(OC)c1	3	-57	0.0	-0.8	-23	-7	3	12
CC1(Cc2ccc(Cl)cc2)C(=O)Nc2ccc(-c3cccnc3)cc21 (configuration not stated)	3	-5	0.2	3.5	-25	4	·	8
CC(=O)c1c(C)[nH]c(C(=O)NCCc2ccc(Cl)cc2)c1C	-4	-24	0.0	1.1	-19	6	-3	-2
CCNC(=S)N(CCc1ccc(OC)c(OC)c1)Cc1cc2cc(OC)ccc2[nH]c1=O	2	-2	0.2	-0.5	-5	4	-2	-8
N#C/C(=C/c1ccc(N2CCOCC2)c([N+](=O)[O-])c1)C(N)=O	0	0	·	-1.1	·	12	-2	13
O=C(C[C@@H]1CC[C@H](NC(=O)Nc2cc(F)ccc2F)[C@H](CO)O1)NCc1ccc2c(c1)OCO2	5	-3	0.1	-2.1	-7	-7	7	2
CCOC(=O)[C@]12CCCC=C1N(Cc1cccc3ccccc13)C(=O)[C@H](CC(=O)N1CCN(C(=O)c3ccco3)CC1)C2	1	2	0.0	0.8	85*	-13	·	5
CCn1nc(C)c(CNC(=O)C2CCC(=O)N(CCc3ccc(Cl)cc3)C2)c1C (configuration not stated)	-2	0	0.1	0.7	9	28	-3	-3
CC(C)n1c(=O)c2ccccc2n1Cc1cn(-c2ccc(Cl)cc2)nn1	-4	-10	-0.1	-1.4	10	24	·	5
O=C(NCCc1ccc(F)cc1)C1CCCO1 (configuration not stated)	3	0	0.0	-0.6	15	6	19	1
COc1ccc(S(=O)(=O)NCc2nc3nc(C)cc(C)n3n2)cc1	-7	-3	0.1	-3.1	11	19	-3	14
Cc1cccc(NC(=O)[C@H](Cc2ccccc2)NC(=O)[C@@H]2Cc3ccccc3CN2)c1	10	0	0.0	-0.8	-19	-34	-2	7
C[C@@H]1CN([C@@H](C)CO)C(=O)c2cc(NC(=O)CCC(F)(F)F)ccc2O[C@@H]1CN(C)C(=O)Nc1ccccc1	-6	7	0.1	-3.1	-20	0	11	26*
CCOC(=O)c1c(-c2ccccc2)csc1NC(=O)c1cc2ccccc2oc1=O	19	-5	-0.1	0.0	35	5	-3	5
O=C(CN1CCC(C(=O)c2ccc(F)cc2)CC1)NCc1ccccc1F	-1	6	0.2	-1.4	3	-8	-21	4
NC(=O)C1CCN(c2oc(/C=C/c3ccc(F)cc3)nc2S(=O)(=O)c2ccccc2)CC1	0	·	0.0	1.0	14	1	·	?
CC(C)N(Cc1ccccc1)C(=S)NC1CCCCC1	-1	-9	0.0	-2.3	-11	4	-7	-2
CCOC(=O)/C(=N/Nc1ccc(OC)cc1)N1CCCc2ccccc21	3	-66	0.0	-0.3	-4	-5	15	2
Cc1c([N+](=O)[O-])oc2c1C(=O)NCCC2	0	-2	0.0	3.4	3	11	·	5
Cc1ccc(-c2cc([C@H]3[C@@H]4C=CCC[C@@]4(C)C(=O)N3Cc3ccccc3)ccc2F)cc1	4	2	-0.4	2.5	22	15	-3	-6
CCc1cccc(N(C(=O)c2csnn2)C(C(=O)NC(C)(C)C)c2ccccn2)c1 (configuration not stated)	8	8	0.0	0.6	6	-4	0	2
CN(C)CC(=O)N[C@H]1CC[C@H](CCNC(=O)C2CCCCC2)O[C@H]1CO	-1	5	-0.8	-3.4	8	0	-2	-1
O=C(COC(=O)Cc1ccccc1F)Nc1ccc(Cl)cn1	-2	-3	0.2	-2.8	-27	7	0	?
O=C(Cn1ncc2c3ccccc3n(Cc3ccccc3F)c2c1=O)NC1CC1	-1	·	0.0	-1.9	-7	-1	-2	11
COc1ccc(C(=O)c2cc(C(C)=O)c(Nc3ccccc3)s2)cc1	·	·	0.2	·	20	-14	-2	·
COCCCN1C(=O)C(CC(=O)NCc2cccs2)CC(C(=O)N(C)C)=C1C (configuration not stated)	-5	-11	0.1	5.9	-1	0	·	?
O=[N+]([O-])c1ccc(O)c(P(=O)(c2ccccc2)c2ccccc2)c1	3	0	-0.1	2.1	-1	-20	-21	-7
Cc1ccc(C2(C)NC(=O)N(CC(=O)NCc3cccs3)C2=O)cc1 (configuration not stated)	-56	-1	0.1	1.8	-6	10	-2	-5
Cc1c(C(=O)Nc2ccc(-c3nnc4n3CCCCC4)cc2)oc2c1ccc1ccccc12	·	·	0.2	·	28	-21	-6	·
O=C(C1=C[C@@H](C2CC2)C[C@@H](OCc2ccc(CO)cc2)O1)N1CCN(Cc2ccc3c(c2)OCO3)CC1	5	8	0.1	-0.8	-6	-18	-2	-14
CC(C)CC#Cc1ccc2c(c1)O[C@H](CN(C)C)[C@@H](C)CN([C@H](C)CO)S2(=O)=O	-17	0	0.4	-2.9	·	-14	·	7
O=C(CCNS(=O)(=O)c1ccc(OC(F)(F)F)cc1)Nc1cccc(S(=O)(=O)N2CCCC2)c1	-1	11	-0.4	0.6	12	-67	·	6
CO[C@H]1CN(C)C(=O)c2cc(NC(=O)C3CC3)ccc2OC[C@H](C)N(C(=O)CN2CCOCC2)C[C@@H]1C	-5	-36	0.0	-3.1	-8	-2	22	3
Cc1ccc(/C=C2/C(=N)N3N=C(CC(=O)N4CCCC4)SC3=NC2=O)cc1	-1	·	-0.1	1.2	-5	-1	-6	-8
O=C(CNC(=O)c1ccccc1F)c1ccc(Br)cc1	-3	-36	0.0	0.3	-119	20	-24	4
Cc1ccc(C2=NC3(CCCCC3)NC2=S)cc1	-2	-52	0.0	4.0	-61	14	9	22*
CCN1CCN(Cc2cccc(Oc3ccccc3)c2)CC1	-4	4	·	2.7	·	-4	6	-1
CO[C@@H]1CN(C)C(=O)c2ccc(NC(C)=O)cc2OC[C@@H](C)N(Cc2ccccn2)C[C@H]1C	4	-2	0.1	1.1	5	12	1	-2
Cc1ccc(OCC(=O)Nc2ccc(NC(=O)c3ccccc3)c(C)c2)cc1	0	3	-0.1	-3.4	-12	8	-10	?
Cc1ccc(S(=O)(=O)Nc2ccc3c(c2)n(C)c(=O)n3C)c(C)c1	1	18	0.0	-1.4	-8	-8	-1	0
CN(CC(=O)Nc1ccc(Cl)cc1)C(=O)c1cccc(S(=O)(=O)NCc2ccccc2)c1	-3	·	0.0	-0.9	19	-5	-4	?
C[C@@H]1CN([C@H](C)CO)C(=O)c2cc(NC(=O)c3ccncc3)ccc2O[C@@H]1CN(C)CC1CCCCC1	-2	1	0.7	-0.3	1	-2	-4	-3
O=C(C[C@H]1CC[C@@H]2[C@H](COC[C@H](O)CN2Cc2cc(F)ccc2F)O1)N[C@@H]1CCN(Cc2ccccc2)C1	2	12	-0.1	2.2	1	4	-2	1
COc1ccccc1OCc1ccc(C(=O)N2CCCCC2)o1	2	-8	0.0	1.1	-24	1	-7	-4
COc1cccc(CN2C(=O)CCC2(C)C(=O)NCCc2ccc(OC)c(OC)c2)c1 (configuration not stated)	1	0	0.0	-5.6	-26	-3	-2	-2
COCC#Cc1cnc2c(c1)C(=O)N([C@@H](C)CO)C[C@H](C)[C@H](CN(C)C(=O)C1CCC1)O2	5	1	-0.3	-4.4	·	-2	·	-5
CCc1ccc(C2=NN(CCC(=O)NCC3CCCO3)C(=O)CC2)cc1 (configuration not stated)	1	·	0.1	-0.1	-5	0	-7	?
CCS(=O)(=O)NCC[C@@H]1CC[C@@H](NC(=O)Nc2cc(Cl)cc(Cl)c2)[C@@H](CO)O1	-1	2	0.2	-0.7	6	-5	4	11
Cc1sc(NC(=O)Cc2ccc3c(c2)OCO3)nc1-c1ccc2c(c1)CCN2C(=O)c1cccc(F)c1	·	·	0.2	·	16	11	15	·
O/N=C/c1cc(Br)cs1	·	-5	0.0	1.6	7	·	29	6

(further entries)
molecule	ERp5 block	EWS-Fli inh	XiGFP reactiv	CFTR F508del cor	PAX8 inh HTS	INS-1E GSIS act	ARNT-TACC3 inh	DENV2 CPE rescue
CN1C(=O)c2cc(NS(C)(=O)=O)ccc2OC[C@H]2O[C@@H](CC(=O)O)CC[C@@H]21	-2	2	0.2	-0.1	-1	6	-12	-4
O=C(C[C@@H]1CC[C@H](NC(=O)c2cccc(F)c2)[C@H](CO)O1)NCc1ccccc1	3	3	-0.4	-1.0	-12	5	3	4
CC(=O)n1cc(-c2ccncc2)c2ccccc21	-3	1	-0.2	2.3	-2	13	0	2
O=C(Nn1cnnc1)c1cc(Br)ccc1Cl	4	2	0.1	-0.3	22	13	0	4
C[C@@H]1CN([C@@H](C)CO)C(=O)c2cc(NS(=O)(=O)c3cn(C)cn3)ccc2O[C@@H](C)CCCCO[C@H]1CN(C)Cc1ccc(C(=O)O)cc1	-4	4	0.1	-0.1	-10	17	·	6
COCCCNC(=S)NNC(=S)Nc1cccc(Cl)c1	-4	-34	0.0	-1.0	-51	-8	3	11
O=C(CCCOC(=O)c1ccc(O)cc1O)c1ccc(F)cc1	3	-8	-0.1	3.0	-13	-3	0	7
C=CCNS(=O)(=O)c1ccc(N2C(=O)c3ccccc3C2=O)cc1	4	1	-0.1	-3.2	-26	-17	2	8
CN(C)c1ccc(/C=N/NC(=O)c2ccc3c(c2)OCCO3)cc1	13	-57	-0.1	3.0	-85	-11	-2	-3
CCCCC(=O)N(c1ccc(OC)cc1)C1C=CS(=O)(=O)C1 (configuration not stated)	-2	2	·	0.7	·	14	0	0
Cn1cc(C(=O)N/N=C/C=C/c2ccccc2)ccc1=O	·	·	0.3	·	-21	-10	4	·
COCCNC(=O)C(NC(=O)C1CCCCC1)C12CC3CC(CC(C3)C1)C2 (configuration not stated)	4	6	0.0	0.9	2	3	22	4
CC(C)N(Cc1nccn1C)C(=O)CC1C(=O)NCCN1Cc1ccc(F)cc1 (configuration not stated)	7	-2	0.0	-0.2	-28	16	4	-3
CC(C)C#Cc1cnc2c(c1)C(=O)N([C@H](C)CO)C[C@H](C)[C@@H](CN(C)C(=O)c1ccccc1)O2	-1	-20	0.5	-2.7	-3	-2	-3	1
CC(C)N1C(=O)N(c2ccc(Cl)cc2)C(C)(O)CC1(C)C (configuration not stated)	-4	0	0.1	1.7	-9	3	5	4
O=C(/C=C/c1ccccc1[N+](=O)[O-])NCCc1ccc(F)cc1	-2	-5	0.0	·	-11	9	·	1
C[C@@H]1CN([C@@H](C)CO)C(=O)CCCn2cc(nn2)CO[C@@H]1CN(C)S(=O)(=O)c1cccc(F)c1	·	1	-0.2	2.1	·	-7	·	·
Cc1c(-c2ccccc2)c(=O)oc2ccc(O)cc12	-4	·	0.2	-1.8	-13	-2	-9	3
C[C@@H]1CN([C@H](C)CO)C(=O)c2cccc(NC(=O)c3ccncc3)c2O[C@H]1CN(C)S(C)(=O)=O	-1	-5	-0.9	1.8	-3	0	-5	12
CN(C)c1ccccc1C(=O)N1CCC(n2nccc2NC(=O)C2CC2)CC1	1	1	0.0	-1.3	14	-15	-3	0
CC(=O)C1=C(S(=O)(=O)c2ccc(C)cc2)CS(=O)(=O)C1	11	22	0.0	-1.0	16	124*	-9	10

Screens: PubChem, Broad Institute
